Screening results as filed in PubChem.
TAAR1 ag – agonists of human TAAR1; CHO RD-HGA16 TAAR1, Fluo-8 calcium fluorescence; vehicle wells 0%, saturating PEA agonist 100%; activation, % at 3 µM; Q96RJ0; hit rate 0.99% among 360,000;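 active = activation above the mean activation of all test compounds in the run plus 3 SD, cut at about 38% in these data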
Target sequence (Q96RJ0 whole entry, looked up): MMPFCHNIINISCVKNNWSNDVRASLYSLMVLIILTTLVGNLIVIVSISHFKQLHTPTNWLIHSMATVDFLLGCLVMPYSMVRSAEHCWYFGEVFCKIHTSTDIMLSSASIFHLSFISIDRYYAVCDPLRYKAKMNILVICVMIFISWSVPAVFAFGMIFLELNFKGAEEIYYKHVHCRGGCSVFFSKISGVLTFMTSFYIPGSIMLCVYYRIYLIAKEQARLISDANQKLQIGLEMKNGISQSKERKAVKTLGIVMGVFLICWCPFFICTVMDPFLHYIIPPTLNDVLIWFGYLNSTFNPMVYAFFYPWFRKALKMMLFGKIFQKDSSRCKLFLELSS
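System: CHO-derived RD-HGA16 cells with stable Gα16 and human TAAR1 / Times: 17-24 h plating, Fluo-8 75 min 37 °C, 30 min RT / Technique: calcium-sensitive Fluo-8 signal, excitation 470-495, emission 515-575 nm / Measure: % activation relative to PEA EC100 response / Benchmarks: DMSO and PEA EC100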
CHO parental Ca – signal in parental CHO cells, OX1R antagonist counter-screen. parental CHO-K1, ATP-induced calcium, Fluo-8 fluorescence. inhibition, % at 5.6 µM. hit rate 0.63% among 330,000;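 active = inhibition above that plate's mean sample inhibition plus 3 SD, cut at about 26% in these data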;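 note: 0% = ATP-challenged DMSO wells and 100% = DMSO wells without ATP; some compounds past the cut are filed as inactive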
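Test system: parental CHO cells; detection: calcium-sensitive Fluo-8 fluorescence; evaluation: percent inhibition of calcium signal; also added: ATP as calcium-mobilizing challenge; repeats: one well per compound; control set: ATP-challenged DMSO wells low, unchallenged DMSO wells high; compound: single nominal dose of 5.6 µM per compound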
M1 PAM – human CHRM1 positive allosteric modulation; P11229; hit rate 0.088% among 360,000; CHO-K1 hM1, Fluo-8 calcium fluorescence, ACh EC20; 0% = ACh EC20, 100% = maximal ACh; activation, % at 3 µM; in the data active = activation above about 19%, passing the limit was not always enough
Target sequence (P11229 whole entry, looked up): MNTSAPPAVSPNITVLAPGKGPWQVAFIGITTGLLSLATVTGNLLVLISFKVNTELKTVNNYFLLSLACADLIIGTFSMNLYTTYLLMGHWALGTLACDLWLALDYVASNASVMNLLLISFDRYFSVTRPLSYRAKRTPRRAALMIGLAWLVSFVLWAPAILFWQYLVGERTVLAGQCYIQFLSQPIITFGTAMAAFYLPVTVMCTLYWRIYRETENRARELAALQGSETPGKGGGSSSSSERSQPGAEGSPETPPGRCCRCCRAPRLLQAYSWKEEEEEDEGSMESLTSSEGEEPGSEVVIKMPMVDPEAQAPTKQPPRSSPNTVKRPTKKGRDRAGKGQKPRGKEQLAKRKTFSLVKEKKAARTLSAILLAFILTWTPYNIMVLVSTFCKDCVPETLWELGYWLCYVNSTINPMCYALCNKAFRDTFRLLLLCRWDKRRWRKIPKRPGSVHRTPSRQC
CHRM1 agonist – agonists of human M1 muscarinic receptor. hit rate 0.33% among 360,000. AID 588814. CHO-K1 hM1, Fluo-8 calcium fluorescence, agonist mode; 0% DMSO, 100% acetylcholine EC100. activation, % at 3 µM. P11229;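 active = activation above the run's mean compound activation plus 3 SD, cut at about 16% in these data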;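 note: peak over basal fluorescence ratio within a 140 s kinetic read after compound addition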
M1 antag – antagonists of human M1 muscarinic receptor; P11229; CHO-K1 hM1, Fluo-8 calcium fluorescence, ACh EC80 antagonist; inhibition, % at 3 µM; AID 588852; hit rate 1.3% among 360,000;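 active = percent inhibition above its own plate's cutoff, namely the mean of that plate's compound wells plus 3 SD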;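 note: peak over basal fluorescence ratio during 140 s after agonist addition; 0% = ACh EC80 plus DMSO and 100% = DMSO alone without agonist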
CHO-K1 Ca antag – nonselective inhibitor or artifact in parental CHO-K1 cells; ATP-induced calcium, Fluo-8 fluorescence; inhibition, % at 3 µM; hit rate 0.6% among 360,000;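 active = inhibition above a per-plate cutoff, the plate's mean sample inhibition plus 3 SD, cut at about 24% in these data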;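 note: 0% = DMSO plus EC80 ATP and 100% = DMSO alone without ATP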
M1 ag parental – counter-screen for M1 agonists: effect in parental CHO-K1 cells; Fluo-8 calcium fluorescence; scaled to maximal ATP response, vehicle zero; activation, % at 3 µM; hit rate 0.48% among 360,000; AID 602248; in the data active = activation above about 15%;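 note: untransfected CHO-K1 host cells lacking M1 receptor as counterscreen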
M1 PAM parental – counter-screen for M1 PAMs: effect in parental CHO-K1 cells. ATP EC20, Fluo-8 calcium fluorescence; 0% at ATP EC20, 100% at ATP max. activation, % at 3 µM. AID 602247. hit rate 0.02% among 360,000;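 active = activation above the run cutoff, the mean activation of all test compounds plus 3 SD, cut at about 40% in these data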;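 note: peak over basal fluorescence ratio in a 140 s read after ATP addition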
TAAR1 antagonist – antagonists of human TAAR1. Q96RJ0. CHO RD-HGA16 TAAR1, Fluo-8 calcium fluorescence, antagonist. inhibition, % at 3 µM. hit rate 1.5% among 360,000;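 active = inhibition above a per-plate cutoff, the mean inhibition of test compounds on that plate plus 3 SD, cut at about 49% in these data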;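 note: 0% = DMSO plus EC80 beta-PEA response and 100% = DMSO alone without agonist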
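Test system: RD-HGA16 CHO cells with stable hTAAR1 and Gα16 / Probe or stimulus: EC80 β-phenethylamine stimulus / Times: seeding 17-24 h prior, 75-min 37 °C, 30-min RT dye loading / Detection: Fluo-8 calcium-sensitive fluorescence / Read-out basis: % inhibition scaled between DMSO and EC80 PEA controls / Repeats: singlicate, one well per test compound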
Active calls of the source: *; / = no result given. Rows are unselected. About 4.4% of those tested had a hit in this group.

SMILES	TAAR1 ag	CHO parental Ca	M1 PAM	CHRM1 agonist	M1 antag	CHO-K1 Ca antag	M1 ag parental	M1 PAM parental	TAAR1 antagonist
CCN(CC)c1ccc2cc(-c3nc4ccccc4n3C)c(=O)oc2c1	28	6	-8	15	5	8	5.4	-16	55*
CCCOc1ccc(/C=C/C(=O)OCC(=O)N(C)c2c(N)n(Cc3ccccc3)c(=O)[nH]c2=O)cc1OCC	0	-10	-1	-4	5	9	-0.2	-18	-36
O=C(O)c1oc2ccccc2c1CSc1ccc(Cl)cc1	-2	1	4	-2	6	-13	-0.1	3	1
O=C(COC(=O)c1ccc([N+](=O)[O-])o1)Nc1cccc(S(=O)(=O)N2CCCCC2)c1	5	-7	5	-3	1	2	9.1	-2	1
CN(CC(=O)Nc1ncn[nH]1)S(=O)(=O)c1ccc(Cl)cc1	0	9	5	-1	-8	-16	0.6	-6	-3
CCCNS(=O)(=O)c1ccc(OCC(=O)Nc2ccccc2F)cc1	8	9	9	-4	-4	-5	0.9	12	2
Cc1nc2sccn2c(=O)c1S(=O)(=O)NCCc1ccccc1	7	-6	6	-3	-8	20	0.3	2	-2
O=C(Cn1cc(C(F)(F)F)ccc1=O)N/N=C/c1cccc(Cl)c1	6	-2	-3	-5	-2	8	4.5	0	-14
COC(=O)[C@]1(Cc2ccccc2)N[C@H](c2ccc(-c3ccc(Cl)c(Cl)c3)cc2)[C@@H]2C(=O)N(C)C(=O)[C@@H]21	2	-16	17	2	-14	-7	0.4	14	4
CC(=O)Nc1ccc(N=Nc2ccc(O)cc2)cc1	3	3	11	6	-7	-8	0.4	16	-10
COc1ccc(S(=O)(=O)NCc2ccc3c(c2)OCO3)cc1C(=O)O	0	3	9	-4	-8	-5	0.7	21	5
CSCCC1NC(=O)N(CC(=O)Nc2cc(C)on2)C1=O (stereo unspecified)	7	4	3	-2	5	-3	0.4	-17	-12
CC(C)(C)C(=O)O/N=C(\N)c1ccc(-c2csnn2)cc1	5	-21	-1	-3	-4	3	0.1	-5	0
O=C(Nc1ccc(F)c(Cl)c1)c1csc(COCCO)n1	1	/	3	2	-14	-15	2.1	14	2
Cc1ccccc1Cn1c(=O)n(Cc2ccco2)c(=O)c2ccccc21	10	-31	1	-6	-18	0	-0.1	8	-17
CC(C)C(=O)Nc1ccc(N2CCN(c3ccc(F)cc3)CC2)cc1	2	-13	9	-4	-2	-4	0.2	17	-4
CC(=O)c1cccc(NC(=O)c2sc(Cl)nc2C)c1	3	-3	16	1	-21	-7	0.6	18	-13
Cc1cc(Br)ccc1NC(=O)CN1C(=S)NC(C)(C)CC1C (stereo unspecified)	3	4	8	-6	-6	-7	0.7	13	-12
O=C(NCCN1CCOCC1)c1cc([N+](=O)[O-])ccc1Cl	0	-5	2	0	-6	3	-0.1	-2	3
Nc1ccc(C(=O)N/N=C/c2c[nH]c3ccccc23)cc1	1	2	-4	-3	5	-10	0.8	-13	9
O=C(NCc1ccccc1)C(c1ccncc1)N(C(=O)c1csnn1)c1cccc(F)c1 (stereo unspecified)	-1	-25	-11	-2	7	-6	0.6	2	-1
COCCN1C(=O)N[C@@H](c2cccc(C(F)(F)F)c2)C(C(=O)OC)=C1C	/	5	5	-3	-12	-16	-0.1	5	/
O=C(Cc1cccs1)Nc1nnc(COc2ccccc2)s1	1	23	10	-3	-8	-8	0.8	20	21
Cc1cc(N(C)C)cc(C)c1N=Nc1cc[n+]([O-])cc1	2	/	12	-6	-19	-6	-0.7	10	-9
O=C(Nc1cc(S(=O)(=O)N2CCCCC2)ccc1N1CCCCC1)C1CC1	-2	-6	8	-4	-14	0	-0.1	9	-56

The final 6 compounds of the part before lead into the next.
SMILES	TAAR1 ag	CHO parental Ca	M1 PAM	CHRM1 agonist	M1 antag	CHO-K1 Ca antag	M1 ag parental	M1 PAM parental	TAAR1 antagonist
Nc1ccc(C(=O)N/N=C/c2c[nH]c3ccccc23)cc1	1	2	-4	-3	5	-10	0.8	-13	9
O=C(NCc1ccccc1)C(c1ccncc1)N(C(=O)c1csnn1)c1cccc(F)c1 (stereo unspecified)	-1	-25	-11	-2	7	-6	0.6	2	-1
COCCN1C(=O)N[C@@H](c2cccc(C(F)(F)F)c2)C(C(=O)OC)=C1C	/	5	5	-3	-12	-16	-0.1	5	/
O=C(Cc1cccs1)Nc1nnc(COc2ccccc2)s1	1	23	10	-3	-8	-8	0.8	20	21
Cc1cc(N(C)C)cc(C)c1N=Nc1cc[n+]([O-])cc1	2	/	12	-6	-19	-6	-0.7	10	-9
O=C(Nc1cc(S(=O)(=O)N2CCCCC2)ccc1N1CCCCC1)C1CC1	-2	-6	8	-4	-14	0	-0.1	9	-56
CCOc1ccc(-c2nc(C#N)c(NCc3ccco3)o2)cc1	1	-8	8	-4	-6	22	-0.6	-13	-2
CCCC12CN(C(=O)c3ccco3)CC(CCC)(CN(C(=O)c3ccco3)C1)C2=O	2	-28	14	-2	-12	-16	0.5	20	-17
CCc1ccnc(NC(=O)NS(=O)(=O)c2ccc(C)cc2)c1	0	-7	3	-3	-1	-8	0.4	5	-35
O=C(NC12CC3CC(CC(C3)C1)C2)N1CCC(n2nnc3ccccc32)CC1	-1	-12	5	-4	-3	-10	0.2	10	10
Cc1ccc(CN(CC(=O)N/N=C/c2ccccc2[N+](=O)[O-])S(=O)(=O)c2ccc(C)cc2)cc1	-2	-1	2	-4	-5	-6	0.2	15	0
Cc1ccc(Cc2c(-c3ccc(F)cc3)nc3c(C)cc(Br)cn23)cc1	/	/	-10	-6	-5	-22	-0.1	8	/
Cc1cc(C(=O)Nc2ccccc2)c(C)o1	2	-1	4	-1	-7	-5	-0.3	7	-8
CCOC(=O)CNC(=O)CSc1ncccc1-c1nc2ccccc2[nH]1	0	-6	2	-2	-10	-8	-0.2	4	-20
c1ccc2c(c1)nc(NCCN1CCOCC1)c1nncn12	1	-5	11	-2	-19	-16	0.2	36	-3
COCC1CCN(C(=O)C2CCC(=O)N(Cc3ccc(Cl)cc3)C2)CC1 (stereo unspecified)	2	-7	7	-4	-5	5	0.4	7	-24
COc1ccc(CCNC(=O)COC(=O)c2ccc(Br)o2)cc1OC	13	-10	9	-1	-14	13	0.1	-2	2
O=C(CSc1ccccc1)Nc1ccc(-c2nc3ccccc3[nH]2)cc1	1	-10	-3	-9	3	4	2.8	10	31
Cc1ccccc1CC1(C)C(=O)Nc2ccc(S(=O)(=O)NC3CCCCC3)cc21 (stereo unspecified)	4	/	12	2	-8	3	0.0	-3	22
CC(C)CC(C(=O)NC(C)(C)C)N(Cc1cccs1)C(=O)c1snc(C(N)=O)c1N (stereo unspecified)	1	-35	-13	-13	9	22	0.3	-9	1
COc1cccc(C2NC(=O)c3ccccc3O2)c1OC (stereo unspecified)	20	-12	-5	-4	-2	2	0.1	-3	-6
Cc1nc(SCc2cccc(F)c2)[nH]c(=O)c1C#N	11	-7	2	-1	-5	-8	0.2	-15	-10
COc1ccc(C(=O)CSc2nnc(-c3ccccn3)n2Cc2ccco2)cc1	4	-16	5	-2	-11	-9	0.8	11	4
COC(=O)N1CCCCC1c1cc(C(=O)NCc2ccccc2)no1 (stereo unspecified)	3	/	4	-2	-11	-11	0.4	6	-21
COc1ccccc1OCC(=O)Nc1ccc(NC(=O)COc2ccccc2OC)cc1	8	10	10	5	1	5	6.3	7	44
CC(=O)c1cccc(NC2c3ccccc3C(=O)N2Cc2ccco2)c1 (stereo unspecified)	5	2	5	-3	-28	-10	2.5	16	3
Cc1ccc(C(=O)Oc2ccccc2N2C(=O)C3CCCCC3C2=O)cc1 (stereo unspecified)	6	-5	-5	-3	2	0	0.8	8	-3
COCc1nnc(NC(=O)CC(c2ccccc2)c2ccccc2)s1	3	0	5	-3	-7	-11	0.3	14	-3
CN(C)C(=S)Nc1ccc(Br)cc1Cl	10	-6	7	-3	-14	-10	0.2	20	-3
COc1cc(/C=N/Nc2ccc(Cl)nn2)cc(OC)c1O	-1	-5	4	-2	-3	6	0.0	1	2
O=S(=O)(NCC1CCCO1)c1cnc(Cl)c(Cl)c1 (stereo unspecified)	1	-9	-2	-4	1	16	-0.1	-10	12

The listing continues:
SMILES	TAAR1 ag	CHO parental Ca	M1 PAM	CHRM1 agonist	M1 antag	CHO-K1 Ca antag	M1 ag parental	M1 PAM parental	TAAR1 antagonist
Cc1cc(C)c(OCC(=O)Nc2cccc(O)c2)cc1C	17	-15	-4	-1	13	-4	1.4	16	17
Cn1c(COc2ccc([N+](=O)[O-])cc2)nnc1SCC(N)=O	3	-5	1	-7	-3	-9	4.8	23	-15
Cc1ccccc1N=C1Nc2ccccc2N[C@]12C[C@H]1CCC(=O)N3CC[C@@H](C2)[C@@H]13	2	/	7	-5	-5	-10	-0.4	5	14
C(=C\c1ccccc1)/CN1CCN(C(CCc2ccccc2)c2nnnn2C2CCCCC2)CC1 (stereo unspecified)	0	/	-8	-5	-9	-12	0.4	6	-28
Cc1ccc(C)c(OCc2cc(C(=O)NC(c3ccccn3)C(F)(F)F)no2)c1 (stereo unspecified)	0	-7	15	1	-9	6	0.8	-3	-15
c1ccc(-n2c(-c3ccco3)nnc2N2CCOCC2)cc1	1	-7	-7	0	13	8	-0.1	8	2
COc1ccccc1C(=O)NCCC(=O)NCC1CCCO1 (stereo unspecified)	10	1	1	-2	1	-17	1.4	16	0
Cc1ccc(N(Cc2ccccc2)C(=O)c2ccc(F)cc2)cc1	-1	/	-4	-6	4	4	-0.8	-19	-18
Cc1[nH]nc2c1/C(=N\O)CCC2	0	7	1	-4	-1	4	-0.2	-4	14
CCc1c(C2(O)CCCCC2)[nH]c2cc(C(F)(F)F)ccc12	/	-4	-28	-13	23	-31	-0.2	35	/
COc1ccc(C(=O)N2CCCCC2)cc1S(=O)(=O)Nc1ccccc1	5	-11	1	-3	3	1	2.3	3	-1
CC(=O)NC(CC(=O)OCc1ccc([N+](=O)[O-])cc1)c1ccccc1 (stereo unspecified)	-1	-14	9	-3	-8	-7	0.1	22	-4
CC(=O)Nc1cccc(C(=O)NNC(=O)c2ccccc2-n2cccc2)c1	8	-9	3	0	1	-13	0.5	-4	-3
COc1cc(C(O)c2nc(-c3cncnc3)cs2)ccc1F (stereo unspecified)	3	/	7	-1	-8	-2	1.2	2	15
CCOC(=O)c1cnc(-c2ccccc2)nc1N	9	-16	5	-3	5	-10	0.4	1	-6
O=S(=O)(c1cccs1)N1CCc2ccccc2C1	13	-15	0	-4	-13	1	0.1	15	1
c1ccc(OCCSc2nnc3sc4ccccc4n23)cc1	-1	-33	9	-2	-9	-28	2.5	17	-16
COc1ccc(N2CCN(C(=O)COC(=O)CCc3ccccc3)CC2)cc1	0	-6	7	3	-12	-5	0.6	-4	-9
O=C(NNC(=S)Nc1ccc(Br)cc1)c1ccccc1	6	/	4	2	-2	-1	3.4	-13	1
CCNc1c(N)c(=O)oc2ccccc12	2	-6	3	-4	-21	3	0.8	3	-12
